TIM10 inh: TIM10 yeast growth inhibition. S. cerevisiae TIM10 strain growth, BacTiter-Glo luminescence, 24 h. inhibition, % at 10 µM. hit rate 1.4% among 330,000. AID 463195;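 active = inhibition of 40% or more at the single tested concentration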;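 note: wild-type TIM10 isogenic control strain grown at permissive 25 °C; 0% = DMSO yeast wells and 100% = minimal medium wells without yeast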
Mdm2-MdmX inh: human Mdm2/MdmX binding inhibition; SaOS-2 split-luciferase Mdm2/MdmX complementation, luminescence; inhibition, % at 8 µM; hit rate 3% among 330,000; AID 485346; O15151+Q00987;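 active = inhibition of at least 50% at 8 µM in the primary screen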
Target sequence (O15151 whole entry, looked up): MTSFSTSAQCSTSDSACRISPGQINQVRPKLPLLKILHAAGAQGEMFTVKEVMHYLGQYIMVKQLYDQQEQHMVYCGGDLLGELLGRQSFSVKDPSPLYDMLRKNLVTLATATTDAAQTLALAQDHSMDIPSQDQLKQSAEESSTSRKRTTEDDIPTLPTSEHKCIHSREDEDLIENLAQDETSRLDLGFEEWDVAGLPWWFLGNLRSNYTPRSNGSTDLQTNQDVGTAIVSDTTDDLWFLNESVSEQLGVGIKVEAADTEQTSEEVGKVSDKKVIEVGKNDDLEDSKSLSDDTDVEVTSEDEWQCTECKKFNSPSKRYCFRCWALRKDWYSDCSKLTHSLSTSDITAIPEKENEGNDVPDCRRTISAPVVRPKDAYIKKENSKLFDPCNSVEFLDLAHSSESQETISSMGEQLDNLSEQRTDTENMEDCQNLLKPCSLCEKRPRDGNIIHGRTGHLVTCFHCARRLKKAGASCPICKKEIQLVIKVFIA
Target sequence (Q00987 whole entry, looked up): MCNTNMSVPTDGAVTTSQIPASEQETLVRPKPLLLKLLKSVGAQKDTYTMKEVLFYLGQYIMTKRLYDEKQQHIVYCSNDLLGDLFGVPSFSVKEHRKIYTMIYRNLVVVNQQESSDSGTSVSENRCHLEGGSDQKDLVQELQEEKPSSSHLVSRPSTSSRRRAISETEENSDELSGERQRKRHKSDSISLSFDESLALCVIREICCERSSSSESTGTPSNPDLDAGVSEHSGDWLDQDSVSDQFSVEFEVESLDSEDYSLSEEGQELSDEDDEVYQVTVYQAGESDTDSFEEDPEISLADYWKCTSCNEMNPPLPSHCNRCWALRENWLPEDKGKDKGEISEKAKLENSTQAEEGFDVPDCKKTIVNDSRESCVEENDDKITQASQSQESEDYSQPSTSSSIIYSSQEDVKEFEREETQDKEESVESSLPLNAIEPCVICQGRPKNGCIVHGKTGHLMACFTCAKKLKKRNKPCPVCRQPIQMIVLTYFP
CHOP UPR activ: apoptotic UPR (CHOP) activation | CHO-CHOP luciferase reporter, luminescence; percent of tunicamycin response over DMSO baseline | activation, % at 10 µM | hit rate 0.34% among 330,000 | AID 449763;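 active = at 10 µM dose, activation of 40% or more, normalized to positive control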;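 note: 100% = tunicamycin at 10 µg/mL and 0% = DMSO alone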
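Material: CHO-CHOP cells, stable luciferase reporter of PERK-eIF2a-CHOP signalling; quantity: 500 reporter cells seeded per well; buffer or medium: F12 medium containing 10% fetal bovine serum; compound: one dose, 10 µM in 0.5% DMSO; incubation: 6 h compound treatment, 37 °C; measured by: Steady-Glo luciferase luminescence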
tim10-1 inh: growth inhibitors of tim10-1 mutant yeast. S. cerevisiae tim10-1 ts strain growth, BacTiter-Glo, 24 h. inhibition, % at 20 µM. hit rate 2.2% among 330,000;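 active = inhibition of at least 40%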;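 note: mutant grown at 25 °C; 0% = DMSO wells with yeast and 100% = wells holding no yeast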
Jurkat NFkB inh: inhibitors of the PMA/ionomycin-induced NF-kB reporter in Jurkat cells; inhibition, % at 4 µM; hit rate 0.53% among 330,000; PMA/ionomycin-induced NF-kB luciferase reporter, luminescence; AID 435003; in the data active = inhibition above about 50%
697 NFkB inh: lowers PMA/ionomycin-induced NF-kB signal in 697 B cells | 697 B-cell NF-kB luciferase reporter, 16 h | inhibition, % at 4 µM | hit rate 0.33% among 330,000 | AID 435022; in the data active = inhibition above about 35%
UPR XBP1 act: adaptive UPR (XBP1) activation | CHO-XBP1 luciferase reporter, IRE1-XBP1 UPR activation, luminescence; percent of tunicamycin response, DMSO as zero | activation, % at 20 µM | hit rate 0.33% among 330,000 | AID 463104;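 active = versus positive control, 20 µM dose yields 30% or more activation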;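 note: 100% = tunicamycin at 10 µg/mL and 0% = DMSO only wells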
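Test system: CHO-XBP1 luciferase reporter cells | Buffer or medium: Serum-containing F12 medium, 10% FBS | Schedule: 6 h compound exposure at 37 °C, 5% CO2 | Detection: Steady-Glo luciferase glow luminescence, 10 min after reagent addition | Read-out basis: Activation, % of tunicamycin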
tim23-1 inh: growth inhibitors of tim23-1 mutant yeast | S. cerevisiae tim23-1 growth, BacTiter-Glo luminescence, 24 h | AID 463212 | inhibition, % at 20 µM | hit rate 1.3% among 330,000;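 active = growth inhibition of the mutant yeast at or above 50%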;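 note: temperature-sensitive mutant grown at 25 °C; plate controls were DMSO-treated mutant yeast for no effect and medium wells lacking yeast for full effect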
Numbers without * were called inactive.

Each structure is followed by: TIM10 inh	Mdm2-MdmX inh	CHOP UPR activ	tim10-1 inh	Jurkat NFkB inh	697 NFkB inh	UPR XBP1 act	tim23-1 inh
[1] O=C(Nc1ccc(F)cc1)c1cncs1
  -1.6	-1.4	2.4	0.1	11.5	15.3	-0.1	0.5
[2] Cc1cc(C)nc(SCc2cc(=O)c(OC(=O)c3ccc(S(=O)(=O)N4CCCC4)cc3)co2)n1
  -40.3	-18.0	0.5	-96.2	2.4	7.4	-2.0	-11.8
[3] CCOc1ccc(CN2CCNC(=O)C2CC(=O)NCCc2nc(C)c3c(n2)CCC3)cc1 (stereo not drawn)
  3.1	23.5	0.8	-2.4	4.1	-9.5	-1.8	4.5
[4] CCOc1ccc(-n2cnnn2)cc1S(=O)(=O)NC1CC1
  -6.1	10.6	1.0	-0.6	1.0	18.8	-1.6	0.1
[5] Cc1ccc(-n2ncc3c(=O)n(Cc4cccnc4)cnc32)cc1
  13.0	-7.5	1.9	12.4	13.0	-20.8	-1.1	-0.1
[6] Cc1ccc(/C=N/NC(=O)CC2N=C(Cc3ccccc3)NNC2=O)cc1 (stereo not drawn)
  1.4	9.5	0.0	3.5	-13.0	-9.4	6.9	-0.4
[7] CC(C)c1ccc(NC2CCCN(C(=O)c3cc(C(C)C)nc(N)n3)C2)cc1 (stereo not drawn)
  0.6	-0.1	-0.2	12.9	7.2	-7.8	-2.3	1.5
[8] COc1ccc([N+](=O)[O-])cc1/C=N/NC(=O)Cc1ccccc1
  18.6	18.5	-0.1	21.2	5.1	7.7	-0.4	-2.5
[9] CC1CCc2cccc3c(O)cc(=O)n1c23 (stereo not drawn)
  0.5	27.1	1.0	-5.8	-2.2	12.6	-2.8	-0.6
[10] CC(=O)NS(=O)(=O)c1ccc(NC(=O)/C=C/c2ccccc2Cl)cc1
  -9.5	-3.3	-3.1	-6.0	-11.7	2.2	-1.9	-2.5
[11] CCOC(=O)c1c(NC(=S)Nc2ccccc2)sc2c1CCCCC2
  6.1	-9.5	1.1	21.7	7.9	-7.2	-4.6	27.8
[12] Cc1ccccc1Cn1cc(NC(=O)COc2ccccc2)cn1
  -2.6	19.1	0.2	15.8	-12.4	4.7	1.0	17.9
[13] CCOc1cc(/C=N\Nc2nc(Nc3ccccc3)nc(N3CCOCC3)n2)ccc1OC(=O)c1ccco1
  27.5	41.0	13.2	42.3*	-62.1	59.0*	1.6	19.7
[14] C=CCN(C(=O)c1ccccn1)C(C(=O)NCc1ccccc1)c1ccccc1F (stereo not drawn)
  12.2	5.8	0.6	14.4	5.9	-6.7	2.1	10.6
[15] Cc1ccc(C)c(C(=O)NCc2ccncc2)c1
  11.6	-4.9	-1.1	8.5	6.7	0.2	-2.0	6.7
[16] O=C(NCCc1ccc([N+](=O)[O-])cc1)c1ccccc1
  14.4	11.8	3.5	5.5	-4.1	-7.7	2.6	8.9
[17] Cc1cccc(NS(=O)(=O)c2ccc([N+](=O)[O-])cc2)n1
  -0.2	12.5	-0.5	-5.4	-8.7	2.9	-6.2	-8.5
[18] CC1CCN(C(=O)c2[nH]cnc2C(=O)Nc2ccccc2)CC1
  24.5	0.2	2.8	24.7	6.3	11.4	-0.9	39.2
[19] O=C(NCc1cccs1)C1CCCN(S(=O)(=O)c2cccc3cccnc23)C1 (stereo not drawn)
  3.3	11.6	-0.9	9.4	1.2	9.3	-3.7	7.7
[20] O=C(CC(O)(C(F)(F)F)C(F)(F)F)Nc1ccc(Cl)c(Cl)c1
  88.8*	83.5*	21.9	85.2*	3.3	-38.8	9.0	90.6*
[21] COc1ccc(S(=O)(=O)N2CCOC23CCN(S(=O)(=O)c2c(C)cc(C)cc2C)CC3)cc1
  -7.1	3.6	2.1	2.4	4.5	-8.5	-1.0	18.8
[22] COc1cc2nc(CCc3ccccc3)oc(=O)c2cc1OC
  10.7	-1.1	-1.7	2.7	-0.4	-1.8	-2.3	4.4
[23] CCOc1ccc(C(=O)N2CCN(c3ncccn3)CC2)cc1
  15.6	17.6	2.1	14.7	-0.9	12.6	-0.2	3.2
[24] COc1cc2c(cc1OC)CN(C(=O)CCNS(=O)(=O)c1ccc(Br)cc1)CC2
  17.5	18.9	1.7	15.7	22.7	8.1	-4.5	19.4
[25] CC(=O)Nc1ccc(NC(=O)C(c2ccccc2)c2ccccc2)cc1
  -8.2	30.1	0.4	7.6	5.3	4.3	-2.2	5.7
[26] COc1ccccc1CNC(=O)[C@H](Cc1c[nH]c2ccccc12)NC(=O)[C@@H]1Cc2ccccc2CN1
  1.9	20.9	0.4	-1.7	2.8	17.5	-3.3	-3.2
[27] C=CCOc1ccccc1/C=C/C(=O)O
  -12.1	10.2	-2.4	6.4	-6.5	8.1	0.5	-3.6
[28] CS(=O)(=O)c1ccc2nc(NC(=O)c3ccc(NS(=O)(=O)c4cccc([N+](=O)[O-])c4)cc3)sc2c1
  -21.7	8.0	0.2	-6.1	3.7	3.2	-0.6	-30.5
[29] COC(=O)C(NS(=O)(=O)c1cccc(S(=O)(=O)NC(C(=O)OC)c2ccccc2)c1)c1ccccc1 (stereo not drawn)
  16.1	1.3	1.9	16.3	0.1	11.4	-2.0	13.4
[30] CSC1=N/C(=C\c2ccc(C)s2)C(=O)S1
  15.1	11.1	-0.7	4.8	6.1	8.0	2.6	21.1

One compound at a time, from the list above. Order of screens: TIM10 inh | Mdm2-MdmX inh | CHOP UPR activ | tim10-1 inh | Jurkat NFkB inh | 697 NFkB inh | UPR XBP1 act | tim23-1 inh
CC1CCN(C(=O)c2[nH]cnc2C(=O)Nc2ccccc2)CC1 as listed: 24.5 | 0.2 | 2.8 | 24.7 | 6.3 | 11.4 | -0.9 | 39.2
C=CCN(C(=O)c1ccccn1)C(C(=O)NCc1ccccc1)c1ccccc1F (stereo not drawn) as listed: 12.2 | 5.8 | 0.6 | 14.4 | 5.9 | -6.7 | 2.1 | 10.6

Next part:
Each structure is followed by: TIM10 inh	Mdm2-MdmX inh	CHOP UPR activ	tim10-1 inh	Jurkat NFkB inh	697 NFkB inh	UPR XBP1 act	tim23-1 inh
[31] Cn1cc(CN2CCC(n3nccc3NC(=O)CCc3ccccc3)CC2)cn1
  5.7	-3.7	2.2	1.0	-7.1	12.1	-0.4	13.1
[32] CCOC(=O)c1sc(NC(=O)CSc2nnnn2-c2ccc(C)c(C)c2)nc1C
  -42.5	47.0	-0.6	-40.8	-2.8	7.7	0.1	-33.3
[33] Cc1ccc(Nc2nnc(C)c(=O)[nH]2)cc1
  13.2	1.9	-1.3	3.7	0.9	-0.6	-2.2	12.2
[34] CCNS(=O)(=O)c1ccc(NC(=O)Cn2nc(C(F)(F)F)cc2C)cc1
  15.2	-5.8	2.1	7.1	6.5	9.0	-4.8	-0.3
[35] COCCCNC(=O)CCC(=O)NNc1nc2ccccc2c2nc(C)nn12
  5.9	22.5	-1.1	8.9	-8.0	2.9	-2.6	-5.6
[36] CC1(C)O[C@@H]2[C@H](O1)[C@@H](CO)O[C@H]2n1cnc2c(N)ncnc21
  -8.2	-2.8	0.6	-10.0	-4.5	-9.3	-2.6	-1.7
[37] Cc1occc1C(=O)Nc1nnc(-c2ccncc2)s1
  7.9	-33.1	2.8	10.2	-26.1	-19.7	1.4	25.7
[38] Oc1ccc(/C=N/Nc2nc(-c3cccnc3)nc3ccccc23)c(O)c1
  -13.7	32.5	4.5	-7.8	9.8	-18.1	13.9	-15.7
[39] CCN(CC(=O)Nc1c(F)cccc1F)C(=O)CCSc1ccc(C)cc1
  6.5	-23.3	-0.6	11.2	7.2	18.2	-2.0	23.7
[40] CCOC(=O)c1c(NC(=O)Cn2nnc(-c3ccc(Cl)cc3)n2)sc(C)c1C
  -11.7	46.4	-0.9	-22.9	-2.8	21.9	-5.1	-28.5
[41] CN(C)Cc1c(C(=O)N/N=C/c2ccncc2)nnn1-c1nonc1N
  11.2	-20.7	0.7	-2.3	-18.0	-9.7	-4.6	-7.7
[42] CCOC(=O)Nc1nnc(-c2ccc(OC)c(OC)c2)s1
  1.6	21.2	-3.5	11.2	-11.8	14.8	8.6	12.5
[43] CC(C)C(OC(=O)C1CCCO1)C(=O)NC1CCCC1 (stereo not drawn)
  -5.7	-41.9	-1.2	0.5	6.4	12.7	-0.3	-4.1
[44] O=C(C1CCN(C2CCN(Cc3ccc4cc(F)ccc4n3)CC2)CC1)N1CCCC1
  -14.3	6.1	-2.0	12.7	8.4	16.5	-3.4	17.8
[45] COc1ccccc1CCNS(=O)(=O)c1cc2c3c(c1)C(C)C(=O)N3CCC2 (stereo not drawn)
  13.2	4.1	-1.7	10.9	-7.0	-12.8	-2.5	2.7
[46] Cc1cc(C(=O)NC2CCCc3ccccc32)ccc1[N+](=O)[O-] (stereo not drawn)
  10.6	-24.7	0.9	11.4	44.3	-3.0	-5.7	20.8
[47] O=C(NC(=S)NCC1CCCO1)c1ccc(Cl)cc1Cl (stereo not drawn)
  27.8	-31.9	4.3	33.4	-1.5	-38.9	5.0	17.8
[48] Cc1ccc(C)c(Cn2c(=O)n(C)c(=O)c3sccc32)c1
  4.3	1.7	3.2	15.5	10.6	-0.1	0.6	32.4
[49] CCOC(=O)CC(NC(=O)Cc1ccccc1)c1ccccc1Cl (stereo not drawn)
  18.1	-11.1	2.6	24.9	-4.4	-7.5	-0.3	16.6
[50] CCc1cccc(NC(=O)C2CCN(c3ncnc4sc(C)c(C)c34)CC2)c1
  16.0	17.4	0.7	18.4	1.7	-2.4	-1.8	34.5
[51] Cn1cc(SCC(N)=O)c2ccccc21
  -5.8	-40.1	-0.5	-11.0	-7.1	-23.8	-1.5	-9.6
[52] Cc1ccc(C)c(OCC(=O)Nc2ccc(S(=O)(=O)Nc3ncccn3)cc2)c1
  -13.7	-2.1	-2.4	13.0	-10.8	-7.8	-8.2	13.9
[53] COC(=O)Cn1cnc2c(oc3ccccc32)c1=O
  13.7	5.5	3.8	-0.9	-1.9	-25.5	-1.2	13.5
[54] O=C(NNC(=O)c1cccs1)c1ccccc1
  -6.2	9.6	4.3	13.0	-10.1	-9.8	0.2	2.1
[55] Cc1cccc(Nc2nccc(N(C)C)c2C#N)c1
  3.9	23.5	2.6	12.8	8.2	5.8	2.0	4.7
[56] COc1ccccc1N1CCN(C(=O)C2CCN(C(=O)c3ccc(C(C)(C)C)cc3)CC2)CC1
  16.2	16.7	1.9	14.2	-7.6	-45.5	-3.4	21.4
[57] COc1ccc([C@@H]2Sc3cc(OC)ccc3N(CCN(C(C)C)C(C)C)C(=O)[C@H]2OC(C)=O)cc1
  9.4	-14.1	-2.1	8.0	-6.4	-18.9	2.9	8.0

Screening results: PubChem BioAssay, Sanford-Burnham Center for Chemical Genomics
